# POLB inh – blocks human DNA polymerase beta activity; P06746; Pol beta primer extension/strand displacement, fluorescence kinetic; Potency, µM (top dose mostly 114 µM), for the others: at the highest dose activity change, negative = inhibition, most hits filed as inhibitors; 1.3% of 340,000 active; AID 485314; further: potency means the concentration at half of the fitted maximal effect; on the % scale 0 is the no-effect control and ±100 the full control effect
#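 Reaction started by 50 nM substrate onto compound-treated Pol beta (10 nM, 15 min preincubation, room temperature); plates read at 0 min and 10 min. Normalized concentration-effect data fitted by four-parameter Hill equation.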
# APE1 inh – inhibitors of human APE1 endonuclease; 0.35% of 350,000 active; Potency, µM (titrated, usually from 65.8 µM), inactives show top-dose activity change, negative = inhibition, actives largely listed as inhibitors; P27695; recombinant APE1, TAMRA/BHQ-2 abasic DNA cleavage fluorescence;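 further: potency means the concentration at half of the fitted maximal effect; plate controls were vehicle for no effect and reference inhibitor for full effect; nearly all actives have a fitted effect of over 55% in size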
#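 Activity was derived from the fluorescence gain between first and third kinetic reads (60 s intervals, ex 525/em 598 nm) after 50 nM THF-abasic TAMRA/BHQ-2 duplex was added to 0.75 nM APE1 preincubated 15 min with compound.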
# ERG Ets-DNA blk – inhibitors of human ERG Ets domain-DNA interaction; P11308; fluorescence polarization, His-ERG Ets domain / labelled DNA; Potency, µM (doses to about 76.9 µM), for the others: top-dose FP activity, negative = inhibition, actives largely listed as inhibitors; 0.028% of 370,000 active; AID 624246; active means well fitted inhibition curve with a large enough effect in the polarisation, with a control signal flat; inconclusive means small, poorly fitted or top-dose-only effect, or effect the other way, or a change in a side signal; inactive means no such curve, though single readings can be large or run the other way; the % refers to the polarisation;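 further: polarization taken with two DNA probes labelled with fluorescein and Texas red; potency means the concentration at half of the fitted maximal effect; % of control where 0% means no effect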
#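 His-tagged ERG Ets domain (1 uM in the protein solution; 300mM KCl, 50mM Tris-HCl, 1mM EDTA, 1mM DTT, pH 7.5) received compound, then a probe mix of 5 nM fluorescein-DNA and 100nM Texas-615-DNA. Fluorescence polarization was read for both dyes.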
# Apoferritin bind – candidate novel general anesthetic via apoferritin binding; Potency, µM (titrated, usually from 77.5 µM), for inactives: at the highest dose activity change, negative = displacement, hits mostly inhibitors; P02791; apoferritin/1-aminoanthracene competitive binding, fluorescence; AID 485281; 0.074% of 350,000 active; further: potency means the concentration at half of the fitted maximal effect; on the % scale 0 is the no-effect control and ±100 the full control effect; nearly all actives have a fitted effect of over 20% in size
#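 In PBS, apoferritin at 10 uM is loaded with 1-AMA from a 50% saturated solution. After 10 min of compound exposure at ambient temperature, reduced 535 nm fluorescence indicates probe displacement.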
# BLM helicase inh – blocks DNA unwinding by human BLM helicase. P54132. recombinant BLM DNA unwinding, fluorescence dequenching. Potency, µM (doses to about 56.1 µM), inactives show at the highest dose activity change, negative = inhibition, actives largely listed as inhibitors. 0.2% of 350,000 active. AID 2528;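 further: potency means the concentration at half of the fitted maximal effect; plate controls were vehicle for no effect and no enzyme for full effect; nearly all actives have a fitted effect of over 35% in size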
# Target sequence (P54132 whole entry, looked up): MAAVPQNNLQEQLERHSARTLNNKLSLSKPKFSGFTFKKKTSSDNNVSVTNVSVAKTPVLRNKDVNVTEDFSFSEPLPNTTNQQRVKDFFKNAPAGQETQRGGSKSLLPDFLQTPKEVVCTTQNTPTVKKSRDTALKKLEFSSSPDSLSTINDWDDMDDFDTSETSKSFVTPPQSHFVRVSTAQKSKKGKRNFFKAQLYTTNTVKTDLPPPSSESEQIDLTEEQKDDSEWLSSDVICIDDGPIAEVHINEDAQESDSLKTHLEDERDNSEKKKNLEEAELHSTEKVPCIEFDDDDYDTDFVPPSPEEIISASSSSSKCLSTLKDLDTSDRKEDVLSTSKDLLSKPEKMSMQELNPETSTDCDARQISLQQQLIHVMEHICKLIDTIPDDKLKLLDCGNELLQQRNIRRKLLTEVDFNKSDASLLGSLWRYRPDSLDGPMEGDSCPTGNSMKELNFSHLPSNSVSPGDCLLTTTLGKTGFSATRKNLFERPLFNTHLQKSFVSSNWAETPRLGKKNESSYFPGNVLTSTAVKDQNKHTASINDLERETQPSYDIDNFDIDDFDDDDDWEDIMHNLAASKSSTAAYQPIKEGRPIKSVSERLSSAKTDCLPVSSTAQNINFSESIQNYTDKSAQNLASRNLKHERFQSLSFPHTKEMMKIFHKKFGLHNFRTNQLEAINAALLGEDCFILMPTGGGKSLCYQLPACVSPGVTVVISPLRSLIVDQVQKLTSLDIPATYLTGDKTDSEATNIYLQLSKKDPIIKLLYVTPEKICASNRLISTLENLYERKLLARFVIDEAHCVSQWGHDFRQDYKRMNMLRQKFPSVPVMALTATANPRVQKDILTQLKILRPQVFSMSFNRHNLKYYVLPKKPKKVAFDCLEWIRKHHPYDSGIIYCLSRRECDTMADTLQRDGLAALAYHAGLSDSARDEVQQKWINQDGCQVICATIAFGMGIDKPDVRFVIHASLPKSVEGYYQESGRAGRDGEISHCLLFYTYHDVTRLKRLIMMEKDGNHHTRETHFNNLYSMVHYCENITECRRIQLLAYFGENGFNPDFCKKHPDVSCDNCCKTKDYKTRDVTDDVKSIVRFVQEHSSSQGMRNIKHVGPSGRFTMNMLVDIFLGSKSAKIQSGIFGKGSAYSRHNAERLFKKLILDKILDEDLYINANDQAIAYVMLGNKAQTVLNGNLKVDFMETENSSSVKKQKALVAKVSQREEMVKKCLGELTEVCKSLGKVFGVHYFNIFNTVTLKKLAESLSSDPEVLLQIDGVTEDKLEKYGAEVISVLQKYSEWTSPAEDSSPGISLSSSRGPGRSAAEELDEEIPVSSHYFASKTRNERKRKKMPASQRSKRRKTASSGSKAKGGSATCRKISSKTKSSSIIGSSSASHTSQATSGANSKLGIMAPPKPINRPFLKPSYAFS
# TRHR ag – agonists of human TRH receptor; activation, % at 2 µM; 0.18% of 360,000 active; P34981; TRHR cells, calcium flux fluo-8, FDSS agonist mode; in the data active means activation above about 30%; further: 0% is about no effect
#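 Fluo-8-loaded TRHR cells; 10 s baseline, compound added, kinetic Ca2+ fluorescence read 1/s, agonist mode.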
# POLI inh – blocks human DNA polymerase iota activity; Potency, µM (titrated, usually from 115 µM), for the others: top-dose activity, negative = inhibition, most hits filed as inhibitors; Pol iota fluorescent replication assay, 10 min; Q9UNA4; AID 588590; 1% of 390,000 active; further: potency means the concentration at half of the fitted maximal effect
#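 Pol iota at 10 nM preincubated 15 min with compounds at room temperature; reaction started with fluorescent substrate, 50 nM final. Fluorescence read kinetically at 0 and 10 min; buffer-only wells as negative control.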
# 12-LOX inh – ALOX12 (human) lipoxygenase inhibition; P18054; Potency, µM (titrated, usually from 108 µM), for the others: top-dose activity change, negative = inhibition, hits mostly inhibitors; purified 12hLO, xylenol orange hydroperoxide absorbance; 1.1% of 580,000 active; AID 1671190; further: potency means the concentration at half of the fitted maximal effect; on the % scale 0 is the no-effect control and ±100 the full control effect
#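 Purified human 12hLO at 150 nM in 25 mM Hepes, 0.01% Triton X-100, pH 7.0, preincubated 15 min at room temperature with compound. Reaction started with 40 uM arachidonic acid, 30 min at room temperature. Hydroperoxide measured by Fe-xylenol orange, 573/405 nm absorbance ratio.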
# Pol kappa inh – blocks human DNA polymerase kappa activity | 0.53% of 400,000 active | Q9UBT6 | purified Pol kappa, fluorescent DNA synthesis assay, 10 min | AID 588579 | Potency, µM (doses to about 107 µM), without a hit: at the highest dose activity, negative = inhibition, most hits filed as inhibitors; further: potency means the concentration at half of the fitted maximal effect; on the % scale 0 is the no-effect control and ±100 the full control effect
#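 50 nM final substrate added after 15 min RT preincubation of 10 nM Pol kappa with compound; fluorescence read at 0 and 10 min.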
# * = called active by the depositor; ? = inconclusive; · = not tested or not shown; & = joins results of further samples; [ ] = another dose, or the depositor's remark. Unless noted, the call rests on the fitted dose curve; in most records, active means well fitted curve in the direction sought with a large enough effect; inconclusive means small, poorly fitted or top-dose-only effect, or another doubt; inactive means no such curve, though single readings can be large; an effect the other way counts as inactive or inconclusive. Some of the compounds tested, so the mix of outcomes need not match the whole.
cpd | structure | BLM helicase inh | Pol kappa inh | ERG Ets-DNA blk | 12-LOX inh | POLB inh
1 | O=C(c1ccccc1)[C@H]1[C@H](c2ccccc2)[C@@]2(N=C(c3ccccc3)OC2=O)C2c3ccccc3C=NN21 (some centres not stated) | -1.0% | · | · | · | -0.5%
2 | Cc1ccnc(NC(=O)c2sc3cc(Cl)ccc3c2Cl)c1 | -1.3% | -11.8% | -2.4% | -10.2% | 5.7%
3 | CC(C)CCN1C(=O)c2ccc(-c3nc4ccccc4c(=O)o3)cc2C1=O | -0.5% | -6.7% | · | 5.0% | 29.8%
4 | COc1ccc(NC(C)=O)cc1CNC(=O)CN1CCOCC1 | -6.5% | -7.5% | 3.1% | 7.6% | 5.8%
5 | COc1ccccc1NS(=O)(=O)c1cccc(NC(=O)c2nc3nc(C)cc(C)n3n2)c1 | 2.7% | 0.4% | 3.1% | 0.4% | 8.6%
6 | Cc1ccc(S(=O)(=O)N2CCOCC2)cc1NC(=O)Cn1cc(C(F)(F)F)cc(Cl)c1=O | -1.8% | -12.7% | 5.5% | 4.8% | 39.5%
7 | O=C(NCC(c1cccnc1)N1CCOCC1)C1CCCCC1 (configuration not stated) | 4.7% | -0.1% | 7.5% | 28.7% | 21.2%
8 | O=c1oc2ccc3ccccc3c2cc1-c1nc2ccccc2o1 | · | -11.3% | -4.9% | 9.8% | ·
9 | CN(C)CCCNC(=O)N1c2ccccc2C=Cc2ccccc21 | -8.8% | 0.1% | -0.1% | 12.5% | 63.4%
10 | COC(=O)C1=C(N)Oc2cc(C)n(C)c(=O)c2C1c1ccc(Cl)c(Cl)c1 (configuration not stated) | -3.0% | -13.4% | -12.7% | -1.4% | 27.5%
11 | COc1cccc(CN(C)C(=O)Cc2c[nH]c3ccccc23)c1 | -0.7% | 9.7% | 16.0% | 26.5% | 43.0%
12 | CC(=O)Nc1nc2c(ccc3ccccc32)s1 | -2.5% | -6.6% | -10.0% | 34.9% | -17.4%
13 | CC(C(=O)N1CCN(C(=O)c2ccco2)CC1)N1C(=O)NC2(CCCCC2C)C1=O (configuration not stated) | · | 17.7% | 0.6% | 0.6% | ·
14 | COc1ccc(NC(=O)NCC2CCN(Cc3ccccc3F)CC2)c(OC)c1 | 1.4% | 0.0% | 3.7% | 3.7% | 0.4%
15 | COc1ccc(C(C(=O)NCc2ccccc2)N(Cc2cccs2)C(=O)c2cnccn2)cc1 (configuration not stated) | -4.3% | 0.2% | 9.3% | 0.0% | 20.3%

cpd | Apoferritin bind | POLI inh | APE1 inh | TRHR ag
1 | -14.0% | · | -5.6% | -0.7
2 | -3.4% | -0.4% | 3.5% | -0.3
3 | -8.3% | 6.2% | -2.1% | 0.0
4 | -7.9% | 165.0%[activator] | -10.8% | 0.4
5 | -22.8% | -0.2% | 3.8% | -0.3
6 | -0.3% | 17.2% | 3.3% | -1.2
7 | 1.4% | -11.1% | 0.8% | 0.4
8 | · | -2.1% | · | ·
9 | -8.6% | 77.3%[activator] | -8.3% | 1.3
10 | -8.7% | ? | 14.3% | -0.2
11 | -4.6% | -1.0% | -1.9% | 0.4
12 | -2.5% | -24.4% | -1.3% | 0.0
13 | · | 43.6%[activator] | -0.7% | -0.2
14 | 5.2% | 34.0%[activator] | · | 0.3
15 | -18.2% | 8.8% | 4.4% | -0.5

# Further entries
cpd | structure | BLM helicase inh | Pol kappa inh | ERG Ets-DNA blk | 12-LOX inh | POLB inh
16 | Cc1cc(C)nc(Nc2nc(=O)c3ccccc3s2)n1 | 3.3% | -4.8% | 13.3% | ? | 0.3%
17 | COc1cc(OC)nc(NC(=O)NS(=O)(=O)c2ccc(OC(F)(F)F)cc2)n1 | 0.3% | -21.6% | 2.4% | 4.3% | 1.9%
18 | O=C(CN(c1ccccc1)S(=O)(=O)c1ccccc1[N+](=O)[O-])Nc1ccccc1C(=O)N1CCOCC1 | -0.3% | -3.3% | 7.9% | -24.5% | -20.9%
19 | CC(C)c1ccc(N2C(=NC(=O)C3CC3)SC3CS(=O)(=O)CC32)cc1 (configuration not stated) | -2.5% | 14.2% | 7.0% | 2.6% | 38.6%
20 | CCOc1ccc2nc(N3CCOCC3)nc(C)c2c1 | -3.3% | -0.5% | -6.2% | 52.1%[activator] | ?
21 | COCc1c(Br)c(C)nc2sc3c(=O)[nH]nnc3c12 | -3.5% | -14.1% | 11.5% | -13.7% | 19.7%
22 | O=S(=O)(c1ccc(Cl)c2ccccc12)N1CCCC1 | -5.6% | 9.7% | 0.9% | 7.1%&0.8% | -1.6%
23 | c1ccc2c(NCC3CCCO3)nc(N3CCOCC3)nc2c1 (configuration not stated) | -0.4% | 0.9% | 13.9% | -3.2% | -3.8%
24 | O=C(OCc1cc(=O)n2c(n1)sc1ccccc12)c1ccc(O)cc1 | -26.6% | -10.1% | -3.3% | -24.8% | 10µM*
25 | COC(=O)c1cc(C#N)c(N(C)Cc2ccccc2)nc1C | -6.0% | -16.0% | -2.3% | 3.2% | 5.8%
26 | O=S(=O)(NCC(c1cccnc1)N1CCN(c2ccc(F)cc2)CC1)c1cccs1 (configuration not stated) | -0.7% | 6.2% | 1.5% | 32.0%[activator] | -2.3%
27 | CC(C)(C)NC(=O)CN(c1cccc([N+](=O)[O-])c1)S(=O)(=O)c1ccccc1 | -5.8% | 2.7% | -2.2% | 0.1% | 3.4%
28 | Cc1ccc(NC(=S)N(Cc2ccco2)C(C)c2cccs2)cc1 (configuration not stated) | -4.1% | 4.7% | 11.3% | -5.6% | -8.2%
29 | COc1ccc(C(=O)NC2CC2)cc1OC1CCN(Cc2ccccc2F)CC1 | 0.8% | -22.5% | 12.0% | -34.1% | -11.1%
30 | Cc1ccc(NC(=O)NCCCc2ccccc2)cc1 | -2.7% | -13.8% | -5.6% | 17.3% | -5.0%

cpd | Apoferritin bind | POLI inh | APE1 inh | TRHR ag
16 | -10.0% | ? | 2.5% | 0.0
17 | -4.7% | 3.8% | -0.7% | -0.8
18 | -19.5% | 65.7%[activator] | -3.5% | 0.2
19 | -4.0% | 35.3%[activator] | 77.1%[activator] | -0.2
20 | 232.3%[activator] | 15.1% | -0.3% | 0.5
21 | 6.9% | -4.6% | 5.4% | -1.1
22 | -15.0% | 22.6% | 16.1% | -0.1
23 | -1.5% | 22.9% | 0.2% | -0.3
24 | -15.0% | -5.3% | ? | -1.8
25 | -12.6% | -11.8% | -18.5% | -0.2
26 | -3.4% | -24.0% | 10.5% | -0.1
27 | -11.3% | 25.0% | 0.8% | 0.2
28 | -9.3% | 10.4% | 1.9% | 0.2
29 | 8.0% | -14.1% | 11.8% | -0.9
30 | ? | -0.6% | -0.5% | -0.6

# Other entries:
cpd | structure | BLM helicase inh | Pol kappa inh | ERG Ets-DNA blk | 12-LOX inh | POLB inh
31 | CCn1c(CSc2nc(C)cc(C)n2)nnc1SCC(=O)Nc1ccccc1 | 2.6% | -14.6% | -5.5% | -7.1% | -2.1%
32 | COc1ccccc1NC(=O)C1=C(C)Nc2ncnn2C1c1sccc1C (configuration not stated) | 2.9% | -7.3%[60.1 µM] | 5.7% | -22.9% | -12.8%
33 | CN(C)c1oc(-c2ccc(OCc3ccc(Cl)cc3)cc2)nc1C#N | -5.0% | 0.0% | -2.8% | -12.8% | 4.7%
34 | CC(C)=C1C2CCC1C1C(=O)N(NC(=O)c3ccco3)C(=O)C21 (configuration not stated) | -9.0% | -13.3% | 8.8% | 8.1% | -0.9%
35 | CCOc1ccc(/C=C/C(=O)N(CC)CC(=O)NCc2cccs2)cc1OC | · | -1.1% | 8.0% | 17.0% | ·
36 | CN(C)CCNc1ccc(CO)c2sc3ccc(O)cc3c(=O)c12 | · | ? | 5.3% | -24.7% | ·

cpd | Apoferritin bind | POLI inh | APE1 inh | TRHR ag
31 | -0.9% | 9.0% | -1.8% | 0.7
32 | -15.0% | -10.5% | · | -0.6
33 | -16.1% | -23.0% | 1.3% | 0.4
34 | -0.8% | 18.4% | 0.6% | 0.5
35 | · | 23.9% | 39.1% | -0.1
36 | · | 79.4µM* | · | ·

# Some of the entries so far, field by field:
31	CCn1c(CSc2nc(C)cc(C)n2)nnc1SCC(=O)Nc1ccccc1
  BLM helicase inh = 2.6%; Pol kappa inh = -14.6%; ERG Ets-DNA blk = -5.5%; 12-LOX inh = -7.1%; POLB inh = -2.1%; Apoferritin bind = -0.9%; POLI inh = 9.0%; APE1 inh = -1.8%; TRHR ag = 0.7
32	COc1ccccc1NC(=O)C1=C(C)Nc2ncnn2C1c1sccc1C (configuration not stated)
  BLM helicase inh = 2.9%; Pol kappa inh = -7.3%[60.1 µM]; ERG Ets-DNA blk = 5.7%; 12-LOX inh = -22.9%; POLB inh = -12.8%; Apoferritin bind = -15.0%; POLI inh = -10.5%; APE1 inh = ·; TRHR ag = -0.6
33	CN(C)c1oc(-c2ccc(OCc3ccc(Cl)cc3)cc2)nc1C#N
  BLM helicase inh = -5.0%; Pol kappa inh = 0.0%; ERG Ets-DNA blk = -2.8%; 12-LOX inh = -12.8%; POLB inh = 4.7%; Apoferritin bind = -16.1%; POLI inh = -23.0%; APE1 inh = 1.3%; TRHR ag = 0.4
34	CC(C)=C1C2CCC1C1C(=O)N(NC(=O)c3ccco3)C(=O)C21 (configuration not stated)
  BLM helicase inh = -9.0%; Pol kappa inh = -13.3%; ERG Ets-DNA blk = 8.8%; 12-LOX inh = 8.1%; POLB inh = -0.9%; Apoferritin bind = -0.8%; POLI inh = 18.4%; APE1 inh = 0.6%; TRHR ag = 0.5

# Quoted from the listing:
# For POLB inh, entry 31 has the entry -2.1%
# For Apoferritin bind, entry 32 has the entry -15.0%
# For 12-LOX inh, entry 35 has the entry 17.0%
# For POLI inh, entry 36 has the entry 79.4µM*

# Screens deposited in PubChem by National Center for Advancing Translational Sciences (NCATS).
